hERG protect – shields human hERG channel from block by proarrhythmic agents | Q12809 | CHO-hERG, FluxOR thallium flux, dofetilide IC70 present | activation (rescue from dofetilide block), less the hit threshold, % at 10 µM | 0.51% of 310,000 active | AID 1511;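 active = activation above the mean of controls blocked by dofetilide plus 5 SD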;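 note: thallium influx through hERG after potassium depolarization seen as dye fluorescence rise; in these data hits start at about 4.7%; inactives centre near -7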
KCNQ1 block – human KCNQ1 channel inhibition; 1.3% of 310,000 active; B-score at 10 µM; CHO-K1 KCNQ1, FluxOR thallium flux fluorescence; stronger effect = higher value;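 active = compounds whose thallium flux B-score, printed positive for inhibition, exceeds three library SD while starting fluorescence stays within three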;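 note: channel opened by potassium depolarization with thallium stimulus after 20 min compound exposure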
TMEM16A inh – mouse TMEM16A channel inhibition, primary screen | AID 588511 | normalized B-score (activity score, 25-100; higher = stronger inhibition) at 10 µM | 1.2% of 310,000 active | Q8BHY3 | HEK293 TMEM16A/YFP iodide influx fluorescence, ionomycin;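 active = ratio plate-corrected score three or more library SD toward inhibition, starting fluorescence score within five deviations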;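 note: score derived from kinetic fluorescence span divided by baseline fluorescence per well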
KCNK3 inh – human KCNK3 channel inhibition, primary screen | O14649 | 0.84% of 340,000 active | CHO-KCNK3 thallium flux, FluxOR fluorescence; stronger effect = lower value | B-score at 10 µM;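 active = B-score under library mean minus 4 SD, starting fluorescence ratio at most library mean plus 5 SD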;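 note: more negative B-score means stronger inhibition of thallium flux through KCNK3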
Target sequence (O14649 whole entry, looked up): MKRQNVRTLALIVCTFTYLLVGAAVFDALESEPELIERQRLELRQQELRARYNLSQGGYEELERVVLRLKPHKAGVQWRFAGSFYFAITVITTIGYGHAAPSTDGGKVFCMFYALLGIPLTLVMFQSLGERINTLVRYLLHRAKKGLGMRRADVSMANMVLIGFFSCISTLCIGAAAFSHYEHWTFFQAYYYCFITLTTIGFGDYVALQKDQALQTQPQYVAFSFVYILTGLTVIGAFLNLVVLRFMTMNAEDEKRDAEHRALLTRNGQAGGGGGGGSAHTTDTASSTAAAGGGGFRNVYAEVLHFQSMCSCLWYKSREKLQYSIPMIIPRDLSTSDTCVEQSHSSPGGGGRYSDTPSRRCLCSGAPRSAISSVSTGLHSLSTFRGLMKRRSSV
TRPC4 agonist – opens the mouse TRPC4 cation channel. Q9QUQ5. HEK293 TRPC4beta/mu-opioid, Fluo4 calcium fluorescence; stronger effect = higher value. B-score at 10 µM. 0.49% of 310,000 active. AID 2237;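 active = B-score above 5 SD of library B-scores, and initial fluorescence ratio not above library mean plus 5 SD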;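 note: positive B-score marks a calcium rise read as TRPC4 activation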
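Test system: HEK293 cells stably co-expressing mouse TRPC4beta and mu-opioid receptor | Schedule: Fluo4 dye loading 45 min at room temperature, 110 s recording | Measured by: Kinetic Fluo4 calcium fluorescence, 5 s baseline at 1 Hz | Evaluation: B score of integrated ratio | Controls: Buffer (low) and maximal DAMGO (high)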
TMEM16A act – activators or potentiators of mouse TMEM16A chloride channel | AID 623877 | 0.3% of 340,000 active | HEK293 TMEM16A/YFP-H148Q/I152L, iodide quench fluorescence; stronger effect = lower value | B-score at 10 µM;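 active = fluorescence-ratio B-score plate-corrected deviation score at least 3 library SD below zero, with starting fluorescence score within 5 deviations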;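 note: channel opened by trigger with iodide after compound preincubation; score built on the fluorescence ratio of max minus min over baseline; more negative score means more quench and so TMEM16A activation or potentiation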
KCNQ1 act – potentiates or activates the human KCNQ1 potassium channel; P51787; CHO-K1 KCNQ1, thallium flux FluxOR fluorescence; stronger effect = higher value; B-score at 10 µM; 0.35% of 310,000 active; AID 2648;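 active = fluorescence ratio B-score, a plate-corrected score, at least three library SD, with initial intensity B-score within 5 SD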
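Assay system: CHO-K1 cells stably expressing KCNQ1. Medium: assay buffer for compound exposure, DMSO matched across wells. Timing: 37 °C overnight plating, 90-min dark dye load, 20-min compound pretreatment. Signal: kinetic FluxOR fluorescence, 10 s baseline plus 110 s post-stimulus.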
HDAC3 inhib – human HDAC3 inhibition; O15379; recombinant HDAC3, fluorogenic peptide/trypsin coupled, fluorescence; inhibition, % at 8.3 µM; 0.15% of 320,000 active; in the data active = inhibition above about 26%, passing the limit was not always enough
Target sequence (O15379 whole entry, looked up): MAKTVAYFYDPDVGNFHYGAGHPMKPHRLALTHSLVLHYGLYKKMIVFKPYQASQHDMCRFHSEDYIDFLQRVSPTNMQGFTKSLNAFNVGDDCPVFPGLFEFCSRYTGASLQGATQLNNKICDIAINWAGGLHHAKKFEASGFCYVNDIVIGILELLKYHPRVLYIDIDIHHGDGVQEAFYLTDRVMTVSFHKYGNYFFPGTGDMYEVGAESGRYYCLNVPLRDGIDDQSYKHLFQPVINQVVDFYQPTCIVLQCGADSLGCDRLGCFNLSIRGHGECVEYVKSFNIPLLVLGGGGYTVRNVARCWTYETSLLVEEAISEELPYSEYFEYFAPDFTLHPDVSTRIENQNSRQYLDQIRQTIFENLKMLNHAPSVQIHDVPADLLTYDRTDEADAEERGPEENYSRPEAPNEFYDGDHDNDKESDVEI
Dyrk1A ADPGlo – inhibitors of rat Dyrk1A kinase. Q63470. ADP-Glo luminescence, NFATc1 peptide. inhibition, % at 12.5 µM. 0.43% of 310,000 active. AID 504441; in the data active = inhibition above about 50%;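 note: plate controls were vehicle with enzyme for no effect and no enzyme for full effect; many of its hits are not listed in these tables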
TRPC4 PAM – TRPC4 (mouse) allosteric potentiation. Q9QUQ5. HEK293 TRPC4beta/mu-opioid, DAMGO EC20, Fluo-4 Ca2+ flux; stronger effect = higher value. B-score at 10 µM. 0.42% of 310,000 active;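 active = B-score of calcium response area above 5 SD of library B-scores, with initial fluorescence ratio within 5 SD of library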;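 note: B-score of integrated fluorescence ratio over time as area under calcium response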
KCNK9 inh – human KCNK9 channel inhibition; AID 488922; B-score at 10 µM; HEK293 KCNK9, FluxOR thallium flux fluorescence; stronger effect = lower value; Q9NPC2; 1.2% of 310,000 active;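 active = ratio B-score over 3 SD below the library mean, with starting fluorescence within 5 SD of its mean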;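 note: negative B-score means less thallium flux so channel inhibition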
Numbers without * were called inactive; i = inactive; · = no result given. Some of the compounds tested, so the mix of outcomes need not match the whole.

SMILES	hERG protect	KCNQ1 block	TMEM16A inh	KCNK3 inh	TRPC4 agonist	TMEM16A act	KCNQ1 act	HDAC3 inhib	Dyrk1A ADPGlo	TRPC4 PAM	KCNK9 inh
COc1ccc(NC(=O)c2sc(Cl)nc2-c2ccccc2)cc1	-2	i	i	i	i	i	i	-3	-2	i	i
c1ccc(Nc2nc(Nc3ccccc3)nc(N3CCNCC3)n2)cc1	-14	i	i	i	146*	i	i	-3	-2	i	i
COc1ccc(NC(=S)NNC(=O)Cn2nc([N+](=O)[O-])cc2C)cc1	2	i	i	i	i	i	i	3	0	i	i
CCOC(=O)c1csc(-c2ccc([N+](=O)[O-])cc2)n1	-3	i	i	i	i	i	i	1	·	i	i
OC(COc1ccc(-c2ccccc2)cc1)CN1CCOCC1 (stereo not drawn)	-18	i	i	·	i	·	i	-3	·	i	i
C=CCNc1nc(C(=O)OCC(=O)c2ccc(OC)cc2OC)cs1	-9	i	i	i	i	i	i	0	3	i	i
O=C1OC(CCl)CN1Cc1ccc([N+](=O)[O-])cc1 (stereo not drawn)	-5	i	i	i	i	i	i	5	-1	i	i
CC(=O)COc1cc(C)cc2oc(=O)cc(-c3ccccc3)c12	-4	i	i	i	i	i	i	-2	1	i	i
Cc1ccc(C)c(N(CC(=O)N2CCCCCC2)S(C)(=O)=O)c1	-9	i	i	i	i	i	i	1	-2	i	i
CCc1nnc(NS(=O)(=O)c2ccc(N)cc2)s1	-4	i	i	i	i	i	i	15	-10	i	i
COc1ccc(-c2cccc(NC(=O)c3ccco3)c2)nn1	-8	i	i	i	i	i	i	-2	3	i	i
Cc1ccc(C(C)(C)NC(=O)C2CCC(=O)N(Cc3ccccc3F)C2)cc1 (stereo not drawn)	-4	i	i	i	i	i	i	11	·	i	i
COC(=O)Nc1ccc(S(=O)(=O)N2CCCCCC2)cc1	-10	i	i	i	i	i	i	5	-1	i	i
Cc1cccc(NC(=O)COc2ccccc2C(=O)NC(C)c2ccccc2)c1 (stereo not drawn)	-7	7*	i	i	i	i	i	3	-8	i	i
CCCc1cc(=O)oc2c3c(c(Cl)cc12)OCN(CCCO)C3	-1	i	i	·	i	·	i	-162	·	i	i
Clc1cccc(Cl)c1/C=N/Nc1c(Cl)cncc1Cl	-4	i	i	i	i	i	i	5	-6	i	i
COc1cccc(C(=O)c2ncc(C(F)(F)F)cc2Cl)c1	-12	i	i	i	i	i	i	-2	4	i	i
CCN(CC)S(=O)(=O)N1CCC(C(=O)NCCN2CCOCC2)CC1	-8	i	i	i	i	i	i	3	-6	i	i
CC(/C=N/Nc1nc(N2CCCCC2)nc(N2CCCCC2)n1)=C\c1ccccc1	-7	i	i	i	i	i	i	-2	3	i	-12*
O=C(Cc1ccccc1)Nc1ccnn1C1CCN(Cc2nccs2)CC1	-4	i	i	i	i	i	i	0	2	i	i
CCc1cccc(NC(=O)C2CCCN(c3ncnc4c3nc3n4CCCCC3)C2)c1 (stereo not drawn)	-14	i	i	i	i	i	i	10	1	i	i
O=C(CCC1CCCCC1)Nc1c2c(nn1-c1ccc(F)cc1)CS(=O)(=O)C2	-11	i	i	i	i	i	i	5	-1	i	i
NC(=O)c1cc(S(=O)(=O)N2CC=C(c3ccccc3)CC2)cs1	-7	i	i	i	i	i	i	2	-1	i	i
Cc1ccc(C(c2nnnn2CS(=O)(=O)c2ccc(C)cc2)N2CCN(c3ncccn3)CC2)cc1 (stereo not drawn)	-13	i	i	i	i	i	i	-13	-5	i	i
Cc1cc(N2CCN(C)CC2)nc(-c2ccccc2O)n1	-7	i	i	i	i	i	i	-7	12	i	i
O=C1Nc2ccc(Br)cc2C1=Nc1cccnc1	-8	i	i	i	i	i	i	·	·	i	i
CCOC(=O)/C=C/C(=O)Nc1ccc(-c2nnc3n2CCCCC3)cc1	-10	i	i	i	i	·	i	4	3	i	i
CCCc1cc(=O)oc2cc(C)cc(OC(C)C(=O)NCc3cccnc3)c12 (stereo not drawn)	-5	i	i	i	i	i	i	-7	-1	i	i
CCOc1ccc(NC(=O)NCC2CCN(Cc3ccc(F)cc3)CC2)cc1	-1	i	i	i	i	i	i	-3	-2	i	i
O=C(c1cccc(Br)c1)N1CCN(S(=O)(=O)N2CCCCCC2)CC1	-18	i	i	i	i	i	i	-7	2	i	i

Reprinted at random: 3 compounds from above
SMILES	hERG protect	KCNQ1 block	TMEM16A inh	KCNK3 inh	TRPC4 agonist	TMEM16A act	KCNQ1 act	HDAC3 inhib	Dyrk1A ADPGlo	TRPC4 PAM	KCNK9 inh
O=C(CCC1CCCCC1)Nc1c2c(nn1-c1ccc(F)cc1)CS(=O)(=O)C2	-11	i	i	i	i	i	i	5	-1	i	i
CCc1cccc(NC(=O)C2CCCN(c3ncnc4c3nc3n4CCCCC3)C2)c1 (stereo not drawn)	-14	i	i	i	i	i	i	10	1	i	i
O=C1Nc2ccc(Br)cc2C1=Nc1cccnc1	-8	i	i	i	i	i	i	·	·	i	i

(cont.)
SMILES	hERG protect	KCNQ1 block	TMEM16A inh	KCNK3 inh	TRPC4 agonist	TMEM16A act	KCNQ1 act	HDAC3 inhib	Dyrk1A ADPGlo	TRPC4 PAM	KCNK9 inh
O=C(Nc1ccc(F)cc1F)c1cc(-c2ccc3c(c2)OCO3)on1	-3	i	i	i	i	i	i	-3	-5	i	i
C#CC(=O)N(c1ccc(OC)cc1OC)C(C(=O)NC1CCCC1)c1cccs1 (stereo not drawn)	-13	i	i	i	i	i	i	2	0	i	i
C=CCN1C(=O)C(CC(=O)O)SC1=Nc1ccc(C)cc1 (stereo not drawn)	-26	i	i	i	i	i	i	-2	4	i	i
COc1ccc(S(=O)(=O)NCc2cccs2)cc1	-14	i	i	i	i	i	i	8	-5	i	i
Nn1c(SCC(=O)NC2CCCCC2)nnc1-c1ccc(Cl)cc1	-7	i	i	i	i	i	i	2	4	i	i
COC(=O)c1c(NC(NC(=O)CC(C)C)C(Cl)(Cl)Cl)sc2c1CCC2 (stereo not drawn)	-12	i	i	i	i	i	i	1	1	i	-9.7*
O=S(=O)(NC1Cc2ccccc2C1)c1ccccc1	-4	i	i	i	i	i	i	-3	-6	i	i
Cc1nn(Cc2cccc(F)c2)c(C)c1NC(=O)c1c([N+](=O)[O-])c(C)nn1C	-7	i	i	i	i	i	i	1	3	i	i
COC(=O)CCCNC(=O)c1ccccn1	-11	i	i	i	i	i	i	-5	-2	i	i
Cc1ccc2cc(CN(CCCO)S(=O)(=O)c3cccc4nsnc34)c(=O)[nH]c2c1	-12	i	i	i	i	i	i	13	5	i	i
CCCC(=O)NC(=S)Nc1cccc(-c2nc3ncccc3o2)c1	-6	i	i	i	i	i	i	-6	-3	i	i
COc1ccc(-c2oc3ccccc3c(=O)c2OC(=O)c2ccc(C)cc2)cc1	-9	i	i	i	i	i	i	2	-6	i	i
Oc1ccccc1/C=N/Nc1ncc(Br)cn1	-3	i	i	i	i	i	i	6	-14	i	i
CCOc1ccccc1NC(=O)c1cc(Cl)ccc1NC(=O)c1ccco1	-11	i	i	i	i	i	i	3	-2	i	i
Cc1cc(C)cc(C(=O)NC(CC(N)=O)c2ccc(N3CCN(C)CC3)c([N+](=O)[O-])c2)c1 (stereo not drawn)	-11	i	i	i	i	i	i	-2	0	i	i
CC(C)COc1ccc(N)cc1OCC(C)C	-7	i	i	i	i	i	i	2	-4	i	i
CNC(=S)NNC(=O)c1ccccc1Br	-10	i	i	i	i	i	i	2	1	i	i
Cc1ccc(CCNC(=O)c2coc3nc4ccccc4nc23)cc1	-3	i	i	i	i	i	i	-15	7	i	i
CCOc1ccc(-n2cnnn2)cc1S(=O)(=O)NCc1ccccc1	-7	i	i	i	i	i	i	-2	3	i	i
O=C(NCc1cccnc1)c1cnc2sccn2c1=O	-2	i	i	i	i	i	i	-4	0	i	i
CCN1CCCn2c1nc1c2c(=O)n(C)c(=O)n1C	-8	i	i	i	i	i	i	3	-3	i	i
CC(=O)OC[C@H]1COc2ccc3ccccc3c2[C@H]1N(C)C(C)=O	-9	i	i	i	i	i	i	-2	-69	i	i
Cn1c(=O)[nH]c(=O)c2c1nc(NCCCO)n2CCOc1ccccc1	4	i	i	i	i	i	i	3	·	i	i
COc1ccccc1-c1nnc(N)s1	-9	i	i	i	i	i	i	-28	11	i	i
C#CCOc1ccc(/C=C2/C(=O)NN(c3ccccc3)C2=O)cc1OC	-5	i	i	i	i	i	i	3	-3	i	i
O=C(NN=C1CCCCCC1)C(=O)Nc1cccc(Br)c1	-9	i	i	i	i	i	i	-5	-6	i	i
CCN=c1scc(C)n1/N=C/c1cc(Br)c(O)c(Br)c1	-13	i	i	i	i	i	i	-3	2	i	i
CCc1nc(C)cn1S(=O)(=O)c1ccc(Br)cc1	-6	i	i	i	i	i	i	-6	-2	i	i
Cc1nn(C)c(C(=O)NNC(=O)Nc2cccc(C(F)(F)F)c2)c1Cl	-13	i	i	i	i	i	i	0	0	i	i
Cc1ccc(O)c(NC(=O)CSc2n[nH]c(-c3ccccc3)n2)c1	-7	i	i	i	i	i	i	6	9	i	i
COc1ccc(COC(=O)Nc2c(SC)nsc2SC)cc1	-16	i	i	i	i	i	i	8	-3	i	i
Cc1cc(-n2[nH]c(C)c(C)c2=O)nc(-c2ccccc2O)n1	-1	i	i	i	i	i	i	-5	-2	i	i
CNC(=S)N/N=C/c1cn(Cc2c(F)cccc2Cl)c2ccccc12	-6	i	i	i	i	i	i	17	-5	i	i
CCC(Oc1ccc2c(c1)C(=O)CC(C)(C)O2)C(=O)NCCN1CCCCCC1 (stereo not drawn)	-6	i	i	i	i	i	i	-23	0	i	i
CCCN(CCC)CCNS(=O)(=O)c1ccc2c(c1)oc(=O)n2C	-8	i	i	i	i	i	i	5	-5	i	i
Cc1ccc(-n2nnc3c(=O)n(Cc4ccccn4)cnc32)cc1C	-12	i	i	i	i	i	i	2	-3	i	i
O=C(NCCc1c[nH]c2ccccc12)c1ccc2c(c1)OCO2	-9	i	i	i	i	i	i	7	8	i	i
CC(C)CCn1c(=O)c2ccccc2n2c(CCC(=O)NCC3CCCO3)nnc12 (stereo not drawn)	-18	i	i	i	i	i	i	-1	-5	i	i
CCCc1nnc(NC(=O)C(C)N2C(=O)C3C4C=CC(C4)C3C2=O)s1 (stereo not drawn)	-19	i	i	i	i	i	i	-2	0	i	i
COc1ccc(OC)c(N(C(=O)c2ccco2)C(C(=O)NC2CCCC2)c2cc(OC)c(OC)c(OC)c2)c1 (stereo not drawn)	-4	i	i	i	i	i	i	-3	-7	i	i
CC(C)(C)NC(=O)Cn1c(SCC(=O)N2CCCCCC2)nc2ccccc21	-12	i	i	i	i	i	i	-3	-4	i	i
